aSyn yeast rescue = qHTS of alpha-syn Inhibitors: NCGC Sytravon Library Screen. 94,000 tested, 0.02% active. AID 1347070, 2019. Potency, µM (titrated, usually from 46.1 µM), for inactives: top-dose growth rescue (activation), actives largely listed as activators. S. cerevisiae alpha-synuclein toxicity rescue, BacTiter-Glo growth, 24 h; active means well fitted activation curve with a large enough effect; further: 0% is about no effect
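Growth restoration measured by BacTiter-Glo luminescence after 24 hr at 30 deg C; alpha-synuclein yeast, raffinose-pregrown to mid-log, were added at OD600=0.02 in galactose medium onto pinned compounds.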
Starred values were filed as active, the others as inactive; & = joins results of further samples. Potency means the concentration at half of the fitted maximal effect. A portion of the library; rates above refer to the full screens.

SMILES	aSyn yeast rescue
Cc1c(NC(=O)C(C)OC(=O)/C=C/c2ccccc2)c(=O)n(-c2ccccc2)n1C (stereo not given)	-11%
CCOC(=O)CNc1nc2ccccc2n2c(C)nnc12	0%
CC(=O)N1CCN(S(=O)(=O)c2cccc(C(=O)N(C)Cc3ccc(C)o3)c2)CC1	-4%
Cc1ccc2cccc(NC(=O)c3cccc4c(Br)cccc34)c2n1	-3%
O=c1c2nccnc2[nH]c(=S)n1Cc1ccccc1	-17%
O=C(NCCc1csc(-c2cccc(F)c2)n1)C(=O)Nc1cc(F)ccc1F	-4%
O=C(Cn1nc(C(F)(F)F)c2c1CCCC2)Nc1ccc(Cl)cc1	3%
COC(=O)c1ccc(NC(=O)Nc2nnc(N(C)C3CCCCC3)s2)cc1	4%
O=C(CCl)NNC(=O)c1c(O)c2ccccc2[nH]c1=O	12%
CCOc1ccccc1CN(CCc1ccc2c(c1)OCO2)Cc1cccc(OC)c1OC	-19%

Structural class: the compounds so far with a Cl atom
SMILES	aSyn yeast rescue
O=C(Cn1nc(C(F)(F)F)c2c1CCCC2)Nc1ccc(Cl)cc1	3%
O=C(CCl)NNC(=O)c1c(O)c2ccccc2[nH]c1=O	12%

Continuation.
SMILES	aSyn yeast rescue
O=C(NNS(=O)(=O)c1ccc(F)cc1)c1cc2ccccc2cc1O	-3%
Cc1ccc2c(c1)-c1onc(C(=O)N3CCN(c4cccc(C)c4C)CC3)c1CO2	2%
CCOC(=O)c1ccccc1Nc1cc(C)nc2nc(-c3ccco3)nn12	1%
CCOC(=O)Cc1ccc(NC(=O)N2CC(CC)Oc3ccccc32)cc1 (stereo not given)	-5%
COc1ccc(C(=O)NCCN2C(=O)S/C(=C\c3cccnc3)C2=O)cc1[N+](=O)[O-]	-7%
COc1ccc(-c2noc(CCCC(=O)Nc3cccnc3)n2)cc1OC	-2%
C/C(=N/NC(=O)c1ccc(O)cc1)c1cccc([N+](=O)[O-])c1	-13%
COc1ccc(NC(=O)CN2CCN(Cc3ccccc3)S2(=O)=O)c(OC)c1	3%
COCCCn1c(-c2cccc(Cl)c2)nc2c1c(=O)[nH]c(=O)n2Cc1ccccc1	3%
CCOc1ccc(-c2cc3nc(C4CCN(C(=O)OC(C)(C)C)CC4)c(C(=O)Nc4cccc(C(F)(F)F)c4)cn3n2)cc1	8%
CCc1noc(C)c1C(=O)N(CC)c1nc2c(C)cccc2s1	-14%
Cc1ccc(Cl)cc1NC(=O)c1cc(-c2ccc3c(c2)OCCO3)on1	-3%
O=C(O)C1CN(C(=O)c2ccccc2)c2cc(Cl)ccc2O1 (stereo not given)	0%
O=C(NCCC1=CCCCC1)C1CCC(CNc2c(N3CCCC3)c(=O)c2=O)CC1 (stereo not given)	-3%
COC(=O)c1ccc(Cl)cc1NC(=O)N(Cc1ccc(OC)cc1)C1CCN(C(C)=O)CC1	5%
O=C(NCc1ccccc1)c1cnc2sc(N3CCCC3)nn2c1=O	4%
CCc1cc(-c2cnnn2Cc2ccccc2)ccc1-c1cn(CC(C)C)nn1	9%
O=C(Nc1cccc(C(F)(F)F)c1)c1ccc2c(c1)nnn2C1CCCC1	-14%
O=S1(=O)CCN(CCCc2ccccc2)CC1	2%
COc1ccc(Cl)cc1NC(=O)Cn1c(=O)n(Cc2nc(C)no2)c(=O)c2ccccc21	-2%
CC1Cc2cc(S(=O)(=O)CCC(=O)Nc3ccc(Cl)cc3F)ccc2N1C(=O)C1CC1 (stereo not given)	8%
COc1cc2c(cc1OC)C(COc1ccc3c(C)cc(=O)oc3c1)N(C(=O)CC(C)C)CC2 (stereo not given)	7%
Cc1ccc(F)cc1NC(=O)CCc1c(C)nn(-c2ccc(N3CCCCC3)nn2)c1C	3%
Cn1c(=O)c2c(n3c4ccccc4nc13)NC(=O)CC2c1cccc(Cl)c1 (stereo not given)	-8%
COCCNC(=S)N/N=C/c1c2ccccc2cc2ccccc12	10%
CCc1ccc(-n2nc(CO)c(C(=O)NCCc3ccccc3)n2)cc1	6%
Cc1cc(=O)n(Cc2ccccc2)c2c1c(C)nn2-c1ccccc1	8%
Cc1cc2cc(CCNS(=O)(=O)c3ccc(F)cc3)c(=O)[nH]c2cc1C	17%
NS(=O)(=O)c1ccc(N/N=C/C=C/c2ccccc2[N+](=O)[O-])cc1	4%
Cc1c(C(=O)OCC2CCCCC2)[nH]c2c1C(=O)CC(c1ccc(Cl)cc1)C2 (stereo not given)	-2%
O=C(Nc1cccc(Cl)c1)c1nc[nH]c1C(=O)Nc1ccccc1F	3%
CCc1nnc(NC(=O)c2c(-c3ccccc3)noc2C)s1	-3%
O=C(/C=C/c1cccc(Br)c1)Nc1nn[nH]n1	-5%
CCCCN(CCCNC(=O)c1ccc(Sc2ccc(Cl)cc2)c(NC(C)=O)c1)c1ccccc1	1%
Cc1ccc2c(c1)C(=O)OC1(O)C3C4C=CC(C4)C3C(=O)N21 (stereo not given)	6%
CCOc1ccc2c(c1)c(=O)c(C(=O)c1ccc(CC)cc1)cn2CC(=O)Nc1ccc2c(c1)OCCO2	1%
O=C(Cn1c(=O)cnc2ccccc21)N1CCCc2ccccc21	2%
Cc1ccc(Cl)cc1NC(=O)C(C)n1nc(-c2ccccc2)ccc1=O (stereo not given)	9%
CCOc1ccc(Cl)cc1S(=O)(=O)N1CCC(C(=O)NCc2ccncc2)CC1	-9%
O=C(O)c1nn(CCOc2ccccc2F)c(=O)c2ccccc12	0%
CCOc1ccc(C(=O)NCc2nc3cccnc3n2Cc2cccc(OC)c2)cc1	0%
COc1ccc(CNC(=O)C(=O)NCC(c2ccco2)S(=O)(=O)c2cccs2)cc1 (stereo not given)	0%
Cc1ccc(Cl)cc1NC(C#N)c1ccccc1 (stereo not given)	-7%
O=C(O)C1CCCCC1C(=O)NC(c1ccccc1)c1ccccc1 (stereo not given)	1%
Cc1cccc(C(=O)N2CCCCC2CCN2CCCCC2)c1 (stereo not given)	-4%
Cc1ccc(Sc2ccc(N3CCCC(C(=O)Nc4ccc(F)c(Cl)c4)C3)nn2)cc1 (stereo not given)	-7%
CCOc1ccc(NC(=O)Cn2c(=O)c(CNc3ccc(OC)cc3)cc3ccc(OC)cc32)cc1	5%
CC1CCN(S(=O)(=O)c2nnc(NC(=O)c3ccc(C(C)C)cc3)s2)CC1	3%
COc1cccc(CCNC(=O)c2c(O)nc3cc(C)ccn3c2=O)c1	3%
Cc1ccccc1CNC(=O)C1CCN(c2nnc(-n3c(C)ccc3C)s2)CC1	-2%

Part of the list above, comma-delimited.
smiles,aSyn yeast rescue
O=C(O)C1CCCCC1C(=O)NC(c1ccccc1)c1ccccc1 (stereo not given),1%
Cc1cccc(C(=O)N2CCCCC2CCN2CCCCC2)c1 (stereo not given),-4%

Other compounds.
SMILES	aSyn yeast rescue
CC(=O)Nc1ccc(S(=O)(=O)NN=c2sc3ccccc3n2C)cc1N	-1%
COc1ccccc1NC(=O)NCCCN1CCN(c2ccc(F)cc2)CC1	-3%
COc1ccc(-n2cc(C(=O)NC(C)c3ccccc3)c3ccccc3c2=O)cc1 (stereo not given)	2%
Cc1ccc2c(=O)cc(CSc3ncn[nH]3)[nH]c2c1C	5%
CCOC(=O)c1c(C)n(-c2ccccc2)c2ccc(OC(=O)c3cc(OC)cc(OC)c3)cc12	2%
COc1ccccc1C(=O)N/N=C(\C)c1cccnc1	2%
CCOC(=O)c1nn2c(C(F)(F)F)cc(-c3ccc(C)cc3)nc2c1Cl	-5%
COc1ccc(CC(=O)Nc2cccc(-c3ccc4nnc(C)n4n3)c2)cc1	-7%
CN(Cc1ccccc1)C(=O)CSc1nc2cc(C(=O)N3CCC(C(N)=O)CC3)ccc2c(=O)n1-c1ccccc1	-7%
CC(NC(=O)CCNS(=O)(=O)c1cccc2nsnc12)c1ccccc1 (stereo not given)	6%
COc1ccc(OC)c2c1sc(=NC(=O)C(C)C)n2C	-12%
Cc1cccc(NC(=O)CSCC(=O)Nc2ccc(S(=O)(=O)N3CCCCC3)cc2)c1	4%
O=C(/C=C/c1cccc([N+](=O)[O-])c1)Nc1cc(C(=O)O)cc(C(=O)O)c1	2%
CCCCCCN1C[C@@H](O)[C@H](n2cc(-c3ccc(F)cc3)nn2)C[C@@H]1c1ccc(C)cc1	-9%
CCCN1Cc2cccc(C(=O)Nc3cccc(C(=O)OCC)c3)c2C1=O	-17%
CCN(CC)C(=O)C1=C(C)N(CCCN2CCCC2=O)C(=O)C(CC(=O)NCc2ccco2)C1 (stereo not given)	4%
CO/N=C/CC(=O)c1cnc(-c2ccc(Cl)cc2)s1	14%
Cc1c(NC(=O)c2cc(-c3ccc(Br)cc3)on2)c(=O)n(-c2ccccc2)n1C	-7%
CN(Cc1ccccc1)S(=O)(=O)c1ccc(NC(=S)NC(=O)C2CCCCC2)cc1	-4%
COc1ccc(N2CC(NS(=O)(=O)c3ccc4ccccc4c3)CC2=O)cc1OC (stereo not given)	5%
CCCCOc1ccc(S(=O)(=O)NCc2csc(-c3ccc(OC)cc3)n2)cc1	-4%
O=C(CCC(=O)N1CCOc2ccc(Cl)cc21)NCc1ccccc1	7%
CCN(CC(=O)Nc1ccc(NC(C)=O)cc1)C(=O)c1n[nH]c(=O)c2ccccc12	3%
S=c1[nH]nc(Nc2ccccc2Cl)s1	-14%
Cc1cccc(NC(=O)C2CCC(CNS(=O)(=O)c3ccc4c(c3)CCCC(=O)N4)CC2)c1C (stereo not given)	-2%
Cc1cc(C(=O)Nc2sccc2C#N)c2ccccc2n1	1%
N#Cc1ccccc1S(=O)(=O)N1CCN(C(=O)CN2C(=O)NC3(CCCC3)C2=O)CC1	-1%
Cc1ccc(C)c(NC(=O)C(CC(C)C)N2Cc3ccccc3C2=O)c1 (stereo not given)	-9%
Cc1ccc(-c2nn3c(=O)cc(CN4CCN(C(=O)/C=C/c5ccccc5)CC4)nc3s2)cc1	2%
Cc1ccc(C)c(NC(=O)C2CC(=O)N(C3CCCCC3)C2)c1 (stereo not given)	-1%
Cc1ccc(-n2c(N)c(C(=O)Nc3c(C)n(C)n(-c4ccccc4)c3=O)c3nc4ccccc4nc32)cc1	0%
Cc1ccc(-n2nc(C)c3c(C)cc(=O)n(CC(=O)Nc4cc(Cl)ccc4C)c32)cc1	-4%
Cc1cn([C@H]2C[C@H](O)[C@@H](CNCc3ccc(N4CCN(C)CC4)cc3F)O2)c(=O)[nH]c1=O	-2%
COc1cccc2c1Oc1nc(-c3ccccc3)nc(SCC(=O)Nc3ccccc3)c1C2	-8%
Cc1cccc(-c2noc(-c3c(C)noc3C)n2)c1	-15%
COc1cccc(NC(=O)C2CCN(c3cc(C)nc4c(-c5ccc(Cl)cc5)c(C)nn34)CC2)c1	3%
COc1cccc(CNC(=O)CN2C(=O)c3ccccc3S2(=O)=O)c1	5%
Nn1c(SCC(=O)Nc2nnc(-c3ccccc3)o2)nnc1C1CC1	-1%
COc1ccccc1N1CCN(C2C(=O)c3ccccc3N2C(C)=O)CC1 (stereo not given)	10%
Cc1cccc(NC(=O)CN(C)S(=O)(=O)c2ccc3c(c2)c(=O)n(C)c(=O)n3C)c1	-3%
CC(C)(C)OC(=O)N1CCC(c2c(C(=O)N3CCN(c4ccccn4)CC3)cnn2-c2cccc(F)c2)CC1	-1%
CC(C)C(=O)NCC(c1ccc2c(c1)OCO2)N1CCN(c2ccccc2)CC1 (stereo not given)	-4%
Cc1ccc(-n2nc(C)c3c(C(=O)O)cc(C)nc32)cc1	0%
Fc1ccc(-c2cc(C(F)(F)F)nc(-n3cc(Cl)cn3)n2)cc1	-8%
CSc1ccc(CN(C)C(=O)CN2C(=O)NC3(CCCC3)C2=O)cc1	0%
Cc1ccc(S(=O)(=O)C2(C(=O)Nc3ccc(C(C)C)cc3)CC2)cc1	-6%&5%
Nc1cc(=O)[nH]c(SCCSc2ccccc2F)n1	-6%
O=C(Nc1cccc(-c2nc3cccnc3s2)c1)C1c2ccccc2Oc2ccccc21	3%
CC1=C(C(=O)Nc2cc(C)ccc2C)C2(CCCCCC2)OC1=O	2%
COc1ccc2c3c1OC1CC(O)C=CC31CCN(C)C2 (stereo not given)	8%
The list continues:
SMILES	aSyn yeast rescue
COc1ccc(CN2C(=O)C(NC(=O)c3ccccc3C)(C(F)(F)F)N=C2c2ccccc2)cc1 (stereo not given)	1%
CC1CCCCN1C(=O)CSc1n[nH]c(-c2ccccc2Cl)n1 (stereo not given)	-1%
COc1cc(C(=O)n2nc(-c3ccco3)nc2NCc2ccc(Cl)cc2)cc(OC)c1OC	0%
Cc1ncoc1C(=O)N1CCCC(C(=O)c2ccc(C(F)(F)F)cc2)C1 (stereo not given)	-7%
COc1ccc(S(=O)(=O)N2CCc3ccccc32)cc1C(=O)Nc1ccc(C(N)=O)cc1	7%
Cn1c(=O)c(C(=O)CN2CCc3ccccc32)c(N)n(Cc2ccccc2)c1=O	19%
CNC(=O)NC(=O)CSc1nc2sccc2c(=O)n1-c1ccccc1	-5%

Gathered by group, those above with an NH in an aromatic ring
SMILES	aSyn yeast rescue
O=c1c2nccnc2[nH]c(=S)n1Cc1ccccc1	-17%
O=C(CCl)NNC(=O)c1c(O)c2ccccc2[nH]c1=O	12%
COCCCn1c(-c2cccc(Cl)c2)nc2c1c(=O)[nH]c(=O)n2Cc1ccccc1	3%
Cc1cc2cc(CCNS(=O)(=O)c3ccc(F)cc3)c(=O)[nH]c2cc1C	17%
Cc1c(C(=O)OCC2CCCCC2)[nH]c2c1C(=O)CC(c1ccc(Cl)cc1)C2 (stereo not given)	-2%
O=C(Nc1cccc(Cl)c1)c1nc[nH]c1C(=O)Nc1ccccc1F	3%
O=C(/C=C/c1cccc(Br)c1)Nc1nn[nH]n1	-5%
Cc1ccc2c(=O)cc(CSc3ncn[nH]3)[nH]c2c1C	5%
CCN(CC(=O)Nc1ccc(NC(C)=O)cc1)C(=O)c1n[nH]c(=O)c2ccccc12	3%
S=c1[nH]nc(Nc2ccccc2Cl)s1	-14%
Cc1cn([C@H]2C[C@H](O)[C@@H](CNCc3ccc(N4CCN(C)CC4)cc3F)O2)c(=O)[nH]c1=O	-2%
Nc1cc(=O)[nH]c(SCCSc2ccccc2F)n1	-6%
CC1CCCCN1C(=O)CSc1n[nH]c(-c2ccccc2Cl)n1 (stereo not given)	-1%
